KDM5B inhibitor = KDM5B demethylase inhibition; Potency, µM (highest dose often 57.7 µM), for the others: top-dose activity change, negative = inhibition, usual class: inhibitors; AID 1347165; KDM5B demethylase, FDH-coupled NADH fluorescence (FDH is formaldehyde dehydrogenase); actives 2.6% (n = 220,000); active = well fitted inhibition curve with a large enough effect; inconclusive = small, poorly fitted or top-dose-only effect; inactive = no such curve, though single readings can be large or run the other way; note: 0% is about no effect; nearly all actives have a fitted effect of over 70% in size
Target sequence (Q9UGL1 whole entry, looked up): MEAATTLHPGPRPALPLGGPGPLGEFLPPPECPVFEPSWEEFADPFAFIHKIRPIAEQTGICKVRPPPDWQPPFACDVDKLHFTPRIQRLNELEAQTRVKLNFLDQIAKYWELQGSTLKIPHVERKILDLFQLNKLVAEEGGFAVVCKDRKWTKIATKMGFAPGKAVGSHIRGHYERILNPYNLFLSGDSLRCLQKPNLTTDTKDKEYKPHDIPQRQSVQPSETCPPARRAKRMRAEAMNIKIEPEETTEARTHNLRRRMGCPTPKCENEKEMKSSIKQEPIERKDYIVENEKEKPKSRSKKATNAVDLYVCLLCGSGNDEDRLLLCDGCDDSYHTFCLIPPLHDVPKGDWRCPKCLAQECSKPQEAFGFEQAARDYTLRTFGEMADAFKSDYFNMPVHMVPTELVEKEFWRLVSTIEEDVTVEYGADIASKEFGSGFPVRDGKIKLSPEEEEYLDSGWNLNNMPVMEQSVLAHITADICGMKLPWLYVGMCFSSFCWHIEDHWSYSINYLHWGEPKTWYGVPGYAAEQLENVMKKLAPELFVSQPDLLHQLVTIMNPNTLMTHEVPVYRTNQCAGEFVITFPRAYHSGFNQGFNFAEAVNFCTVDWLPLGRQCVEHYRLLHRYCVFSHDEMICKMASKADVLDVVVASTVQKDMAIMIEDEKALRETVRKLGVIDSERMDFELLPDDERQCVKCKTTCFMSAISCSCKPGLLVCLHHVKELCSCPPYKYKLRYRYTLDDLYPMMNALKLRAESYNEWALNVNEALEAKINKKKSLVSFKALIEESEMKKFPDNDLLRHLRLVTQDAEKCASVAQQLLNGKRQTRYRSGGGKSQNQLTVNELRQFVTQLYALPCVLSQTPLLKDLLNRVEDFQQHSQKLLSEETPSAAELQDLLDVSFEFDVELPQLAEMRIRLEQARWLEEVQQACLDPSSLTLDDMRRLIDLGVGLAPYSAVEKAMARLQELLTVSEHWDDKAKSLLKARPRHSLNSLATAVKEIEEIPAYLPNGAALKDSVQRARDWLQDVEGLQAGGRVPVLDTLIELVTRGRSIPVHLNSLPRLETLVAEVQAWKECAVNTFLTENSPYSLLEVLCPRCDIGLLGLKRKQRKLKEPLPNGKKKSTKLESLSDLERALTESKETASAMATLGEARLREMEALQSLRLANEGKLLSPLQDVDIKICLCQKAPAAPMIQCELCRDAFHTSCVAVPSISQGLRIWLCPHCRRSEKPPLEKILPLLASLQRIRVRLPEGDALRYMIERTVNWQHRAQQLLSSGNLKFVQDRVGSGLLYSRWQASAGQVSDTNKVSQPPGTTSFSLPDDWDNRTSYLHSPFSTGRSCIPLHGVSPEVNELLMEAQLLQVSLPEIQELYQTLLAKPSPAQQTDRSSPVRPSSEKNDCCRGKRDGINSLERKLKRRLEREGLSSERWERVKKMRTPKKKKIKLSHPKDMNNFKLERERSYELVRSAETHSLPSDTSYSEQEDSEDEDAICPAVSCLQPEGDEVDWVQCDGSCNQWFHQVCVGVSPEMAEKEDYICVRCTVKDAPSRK
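Here, H3K4me3 peptide (12.5 µM in substrate mix) is demethylated by KDM5BΔAP, 200 nM final, after 10 min compound exposure. Formaldehyde product is coupled through FDH (0.25 U/mL in mix) to NADH fluorescence; 30-min ΔRFU feeds dose-response curves.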
The depositor's hits bear a star; i = inactive; ? = inconclusive; [ ] = another dose, or the depositor's remark. Potency is the fitted concentration of half-maximal effect.

SMILES	KDM5B inhibitor
COc1ncnc(-c2ccccc2)c1-c1ccccc1	-2%
CCCc1nc2ccccc2c(C(=O)OCC(=O)NC(C)(C)C)c1CC	3%
C[C@@H]1CN(C(=O)Cc2cc3c(cc2Cl)OCCO3)C[C@]1(C)O	-8%
CC(C)(C)c1ccc(C(=O)NC(Nc2cccc(C(F)(F)F)c2)C(Cl)(Cl)Cl)cc1 (stereo not given)	-8%
CCOc1ccc(C=Nc2ccc(N(C)C)cc2)cc1	?
CSC1=N/C(=C\c2ccc(Cl)c(Cl)c2)C(=O)S1	-1%
Cc1cc(=O)oc2cc3occ(-c4ccc5ccccc5c4)c3cc12	-22%
O=C(Cn1nc(Br)nc1Br)c1ccc(F)cc1	19%
Cc1ccc(-n2c3c(c(=O)[nH]c2=O)C(NC(=O)c2ccccc2F)(C(F)(F)F)C(=O)N3)cc1C (stereo not given)	-6%
Cc1cccc(COC(=O)c2ccc(C#N)cc2)c1	12%
Cc1ccc(CN2CCN(C3CCN(S(=O)(=O)N(C)C)CC3)C(=O)C2=O)cc1	-5%
COCC(C)NS(=O)(=O)c1ccc(NC(=O)c2nc(-c3ccccc3)oc2C)cc1 (stereo not given)	-13%
COc1ccc(NC(=O)Cn2c(=O)c(-c3noc(C)n3)c3n(c2=O)CCCC3)cc1Cl	26%
Cn1nccc1C(=O)N1CCC2(CC1)CC(Cc1nc(C3CC3)no1)CCO2 (stereo not given)	-4%
Cc1ccc(C)c(N2CCN(C(=O)C3CCN(c4nnc(-n5cccc5)s4)CC3)CC2)c1	-17%
COc1ccc(-c2c(C)c3ccc(OC(C)=O)cc3oc2=O)cc1OC	61%[activator]
CCCNc1c(NC(=O)NCc2ccc(F)cc2)c(=O)oc2ccccc12	17%
O=C(c1cc2ccccc2oc1=O)N1CCN(c2ccc(Cl)c(Cl)c2)CC1	1%
COc1cccc(C2C(C(=O)Nc3ccccc3OC)=C(C)Nc3nc4ccccc4n32)c1 (stereo not given)	?
O=C(COc1ccccc1)N1CCCC(n2cc(-c3nc(C4CC4)no3)nn2)C1 (stereo not given)	-9%
CC(Sc1n[nH]c(-c2cccs2)n1)C(=O)Nc1ccc(C(N)=O)cc1 (stereo not given)	14%
Cc1cccc(-c2noc(-c3ccno3)n2)c1	18%
COc1ccc(C(=O)N2CCCN(S(C)(=O)=O)c3ccccc32)c(C)c1	-10%
CC1CCN(S(=O)(=O)N2CCC(C(=O)NCc3ccccc3Cl)CC2)CC1	-7%
Cc1nn2c(c1-c1cccnc1N1CCOCC1)N(C(=O)Cc1cccc(Cl)c1)CCC2	-11%
CCNC(=O)O[C@@H]1CO[C@H]2[C@@H]1OC[C@@H]2Nc1nccc(-c2ccc(-c3ccccc3)cc2)n1	?
O=C(CC1NC(=O)c2ccccc2NC1=O)NC1CCCC1 (stereo not given)	-19%
CCNC(=O)c1cc(-c2ccc(Cl)cc2)nc2ccccc12	-11%
CC(=O)NCc1ccc(C(=O)COc2ccc(C(C)=O)cc2)cc1	-2%
O=C(CCc1conc1-c1cccc(F)c1)NCc1cccc(Cl)c1	-9%
O=C(C1CCN(c2nc3ccccc3[nH]2)CC1)N1CCN(c2ccccc2)CC1	13%
COc1cccc(NC(=O)c2ccc3c(c2)N(C)C2CCCN2C3=O)c1 (stereo not given)	?
N#Cc1ccc(CN2CCCC3(CC(c4cccc(C(F)(F)F)c4)=NO3)C2)cc1 (stereo not given)	-26%
COc1ccccc1C(=O)N[C@@H]1CN(C2CCOCC2)C[C@H]1CN(C)C	-28%
Cc1ccc(C)c(OCn2ccc(C(=O)NCc3cn(C)nc3C)n2)c1	0%
Cc1ccc(NC(=O)c2cc(-c3cccs3)on2)cc1C	-13%
CCc1c(C(=O)NCc2cccnc2N2CCOCC2)cnn1-c1ccc(F)cc1	5%
COc1ccc2c(c1)nc(NCCCO)n2Cc1ccccc1	-7%
Cc1oc(-c2ccccc2)cc1C(=O)NCc1ccncc1	-14%
CC1(C)CC(NC(=S)Nc2ccc(Br)cc2)CC(C)(C)N1	?
COCCOC(=O)C1=C(C)N=C2SC=C(CC(=O)NCCc3ccccc3)N2C1c1ccccc1 (stereo not given)	-24%
CC(C)(C)NC(=O)NC(=O)CSc1nnc(COc2ccccc2Cl)o1	-9%
Cc1ccc(C(C)C)c(OCC(=O)NNC(=O)Nc2ccccc2)c1	6%
C=CCN(Cc1cccs1)C(=O)CSCc1ccc(C#N)cc1	4%
CCCCCCc1ccc(-c2ccc(OC)cc2)nc1	11%
COc1ccc(C(=O)Nc2ccc(-c3nc4ccccc4o3)cc2)cc1	-14%
CCn1nccc1C(=O)N1CCCC(c2nc(-c3cccnc3)no2)CCNC(=O)CC1 (stereo not given)	?
Cc1nc(C)n(CCNC(=O)[C@H]2CNC[C@@H](C(=O)N3CCOCC3)C2)n1	14%

Exported as a markdown table: 18 of the compounds above.
| Molecule | KDM5B inhibitor |
| --- | --- |
| CC(=O)NCc1ccc(C(=O)COc2ccc(C(C)=O)cc2)cc1 | -2% |
| O=C(CCc1conc1-c1cccc(F)c1)NCc1cccc(Cl)c1 | -9% |
| O=C(C1CCN(c2nc3ccccc3[nH]2)CC1)N1CCN(c2ccccc2)CC1 | 13% |
| COc1cccc(NC(=O)c2ccc3c(c2)N(C)C2CCCN2C3=O)c1 (stereo not given) | ? |
| N#Cc1ccc(CN2CCCC3(CC(c4cccc(C(F)(F)F)c4)=NO3)C2)cc1 (stereo not given) | -26% |
| COc1ccccc1C(=O)N[C@@H]1CN(C2CCOCC2)C[C@H]1CN(C)C | -28% |
| Cc1ccc(C)c(OCn2ccc(C(=O)NCc3cn(C)nc3C)n2)c1 | 0% |
| Cc1ccc(NC(=O)c2cc(-c3cccs3)on2)cc1C | -13% |
| CCc1c(C(=O)NCc2cccnc2N2CCOCC2)cnn1-c1ccc(F)cc1 | 5% |
| COc1ccc2c(c1)nc(NCCCO)n2Cc1ccccc1 | -7% |
| Cc1oc(-c2ccccc2)cc1C(=O)NCc1ccncc1 | -14% |
| CC1(C)CC(NC(=S)Nc2ccc(Br)cc2)CC(C)(C)N1 | ? |
| COCCOC(=O)C1=C(C)N=C2SC=C(CC(=O)NCCc3ccccc3)N2C1c1ccccc1 (stereo not given) | -24% |
| CC(C)(C)NC(=O)NC(=O)CSc1nnc(COc2ccccc2Cl)o1 | -9% |
| Cc1ccc(C(C)C)c(OCC(=O)NNC(=O)Nc2ccccc2)c1 | 6% |
| C=CCN(Cc1cccs1)C(=O)CSCc1ccc(C#N)cc1 | 4% |
| CCCCCCc1ccc(-c2ccc(OC)cc2)nc1 | 11% |
| COc1ccc(C(=O)Nc2ccc(-c3nc4ccccc4o3)cc2)cc1 | -14% |

The results go on.
SMILES	KDM5B inhibitor
O=C(c1ccc(F)c(F)c1)N1CCC2(CC1)NC(=O)N(Cc1ccc(F)cc1)C2=O	29%
CCOCCCNc1oc(COc2ccc(F)cc2)nc1C#N	-5%
CS(=O)(=O)N1CCCC(C(=O)NCCN2CCOCC2)CCNC(=O)CC1 (stereo not given)	36%[activator]
C=CCN(Cc1cccc(OCC(N)=O)c1)Cc1ccccc1C	-6%
O=C1NCCOCCCN(C(=O)CC2CCCC2)[C@H]2CCC[C@@H]12	-6%
CCOC(=O)C1CCCN(C(=O)c2ccc(S(=O)(=O)N3CCOCC3)cc2)C1 (stereo not given)	-17%
COC(=O)C1CCN(c2csc3ccc(C)cc3c2=O)CC1	?
CC1(C)C2CCC1(C)C(NC(=O)c1ccccc1)C2 (stereo not given)	17%
Cn1nccc1CN1CCC2(CC1)Cc1ccccc1NC2=O	8%[86.2 µM]
Cc1ccsc1C(=O)OCC(=O)c1ccccc1	25%
Cn1nnnc1SCCNCc1ccc(F)cc1	9%
COc1ccc(NC(=O)c2cnc(N3CCCC3)nc2)cc1OC	?
CC(c1cc(F)ccc1F)N(C)CCS(=O)(=O)CCC(N)=O (stereo not given)	14%
Cc1ncsc1CN1CCCN(S(=O)(=O)c2ccccc2)CCC(=O)NCC1	?
COc1ccc(-c2noc(C3CC(=O)N(c4ccccc4)C3)n2)c(OC)c1 (stereo not given)	10%
CCOC(=O)Cn1c(=O)c2c(nc3n2CCN3c2ccc(CC)cc2)n(C)c1=O	?
CCCc1nn(-c2cccc(C)c2)c(=O)n1CC(=O)NCC1(O)CCCCC1	19%
COc1ccc(C(C)NC(=O)C2(c3ccc(NS(C)(=O)=O)cc3)CCCCC2)cc1 (stereo not given)	-5%
CCC(Oc1ccc(Br)cc1)C(=O)O (stereo not given)	10%
Clc1ccc(CN2CCCC2)cc1	?
COc1ccc(-c2ccnc(N[C@H]3CO[C@H]4[C@@H]3OC[C@H]4OCC(N)=O)n2)cc1	32µM*
CC1=NOC2(CCN(C(=O)c3ccc(Cl)cc3)CC2)C1	21%[149 µM]
Cc1ccc(NC(=O)C(C)n2cccn2)c(Br)c1 (stereo not given)	24%
c1ccc(Nc2nc(-c3cccc4ccccc34)cs2)cc1	?
CCn1nc(C)c(CN2C[C@@H](CO)[C@H](c3nc(COC)no3)C2)c1C	17%
COC(=O)c1cc(C23CC4CC(CC(C4)C2)C3)ccc1O	12%
CC(C)(C)c1ccc(C(=O)Nc2ccc(OCc3cc(=O)n4ccsc4n3)cc2)cc1	6%
COc1ccc(Nc2c3c(nc4ccccc24)CCC3)cc1Cl	-20%
COc1ccc(-c2noc([C@@H]3CCCN3C(=O)c3ccsc3)n2)cc1OC	?
COc1ccc(-c2onc(C)c2C)cc1S(=O)(=O)N1c2ccccc2CC1C (stereo not given)	-20%
O=C1CC2CCCC(C1)N2C(=O)c1cncc(Br)c1	-12%[86.2 µM]
CC(C)C(=O)Nc1nnc(S(=O)(=O)N2CCCCCC2)s1	2%
COc1cc(C2C(C#N)=C(SC)NC3=C2C(=O)CCC3)ccc1O (stereo not given)	5%
Cc1noc(C)c1CC(=O)N1CCC(c2nc(C3CCOCC3)no2)CC1	-18%
CCOC(=O)C(C)Oc1ccc2c(=O)c(Oc3ccc(CC)cc3)c(C(F)(F)F)oc2c1 (stereo not given)	8%
CC(Oc1ccccc1)C(=O)OCC(=O)Nc1sccc1C(N)=O (stereo not given)	21%
CCOc1cc(=O)n2c(c1C(=O)Nc1ccc(Cl)c(F)c1)CCCC2	-1%
CCN1CCN(Cc2c(O)ccc3c(C)cc(=O)oc23)CC1	i
CN(Cc1ccc(F)cc1)C(=O)Cn1nc(C(=O)O)c2ccccc2c1=O	3%
CN(Cc1cccnc1)C(=O)c1ccc2c(c1)C(O)CCCCCN2C (stereo not given)	-20%
CCNC(=O)c1ccc(CNC(C)=O)cc1	21%
CCNc1nc(NCC)nc(N/N=C/c2ccccc2)n1	-28%
CSc1ccc(-c2nc(CSCC(=O)NCc3ccc4c(c3)OCO4)c(C)o2)cc1	?
COc1ccc(C(=O)N2CC[C@@H](CC(=O)O)[C@@H](CCN3CCC(C(N)=O)CC3)C2)cc1	-18%[86.2 µM]
Cc1nn(-c2cccc(Br)c2)c(C)c1[C@@H]1C=C[C@@H](NS(C)(=O)=O)C1	?
CCOCC(=O)N1CCC2(CC1)CN(Cc1ccccc1)CC2CO (stereo not given)	?
Cc1noc(C)c1C(=O)NC1CCc2nnc(C)n2CC1 (stereo not given)	-13%
CCOC(=O)c1cc(OC(=O)c2ccccc2C)n(-c2ccccc2)n1	-15%
O=c1n(Cc2cccc(C(F)(F)F)c2)c2ccccc2c2nc(-c3ccccc3)nn12	-17%
CC(=O)Nc1sc2c(c1CN1CCCC1)CCCC2	5%
CN(C)C(=O)c1noc2c1CN(C(=O)C1COc3ccccc3C1)CC2 (stereo not given)	11%
COc1ccccc1NC(=O)C1=C(C)Nc2nc(SCc3ccccc3)nn2C1c1ccccn1 (stereo not given)	-17%
O=C(N[C@H](c1ccccn1)C1CC(O)C1)c1ccc2c(c1)ncn2CCO (stereo not given in full)	-2%
CCOc1cc(C(=O)N2CCN(c3cc(-c4cccs4)[nH]n3)CC2)cc(OCC)c1OCC	-3%
Cc1cnc(C(=O)NC2C[C@H]3CC[C@@H](C2)N3C(=O)Cc2cccc(F)c2)cn1 (stereo not given in full)	-21%
COc1ccc(C2=C(O)C(=O)N(CCc3ccccc3)C2c2ccc(C(=O)O)cc2)cc1 (stereo not given)	-13%
COc1ccc2nc(SCC(=O)c3cc(C)n(C4CC4)c3C)[nH]c2c1	1%
Cn1c(Oc2ccc3cc(Br)ccc3c2)c(C#N)c(=O)n(C)c1=O	?
CCN1C(=O)C2(c3ccccc31)c1c(oc3ccc(C)cc3c1=O)C(=O)N2CCCOC(C)C (stereo not given)	-1%
CN1CCC(N2CC[C@@H]3[C@H]2C(=O)NC[C@H](CCC(=O)NCc2ccco2)N3C)CC1	-14%[86.2 µM]

(further entries)
SMILES	KDM5B inhibitor
COC(=O)c1ccc2c(=O)n(CC3CCCO3)c(SCC(=O)Nc3ccc(OC)cc3OC)nc2c1 (stereo not given)	-1%
CN(Cc1cccc(Cl)c1Cl)S(=O)(=O)c1cn(C)c(=O)n(C)c1=O	14%
Cc1ccc(F)cc1S(=O)(=O)NC1CCN(c2ccc(=O)n(CC3CC3)n2)CC1	28µM*
CCOC(=O)c1cn(CC(=O)Nc2cccc(Cl)c2C)nn1	-9%
COc1cccc(/C=N/n2cnc3cc(C)c(C)cc32)c1OC	-14%
Cc1ccc(CNc2nc3ccc(Cl)cc3n3nnnc23)cc1	-15%
Nc1ncc(S(=O)(=O)Nc2ccc(F)cc2F)cn1	1%
O=C(Nc1nnc(S(=O)(=O)N2CCOCC2)s1)c1ccccc1F	1%
O=C(CSc1nnc(-c2ccncc2)n1C1CC1)c1cc2ccccc2o1	?
CCNc1c(NC(=O)Nc2cc(C)cc(C)c2)c(=O)oc2ccccc12	4%
CCCN1CCN(CCCNC(=O)c2ccc3c(c2)sc2nc(-c4ccc(OCC)cc4)cn23)CC1	-3%
CCN(CC)Cc1nc(C2(O)CCN(C(C)=O)CC2)cs1	15%[86.2 µM]
Cc1cccc(C)c1Nc1c(-c2ccccc2F)nc2cccc(C)n12	?

2 entries drawn at random from the list so far:
SMILES	KDM5B inhibitor
Cc1cccc(C)c1Nc1c(-c2ccccc2F)nc2cccc(C)n12	?
Nc1ncc(S(=O)(=O)Nc2ccc(F)cc2F)cn1	1%

Source: PubChem BioAssay

These rows are one share of the data. The share of hits here may be higher or lower than overall.
